Statin myotox sup: suppression of simvastatin myotoxicity; C2C12 myotubes + simvastatin, ATP luminescence, 48 h; scaled: DMSO 0, geranylgeraniol control 100; rescue of ATP level, % at 7.49 µM; actives 0.78% (n = 330,000); AID 602340;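 active = mean ATP rescue above about 67%, or every replicate alone reaching that limit, limit read from the data, passing the limit was not always enough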;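 also: myotubes were challenged with 10 µM simvastatin during compound exposure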
Cneo AK release: causes C. neoformans cell lysis | adenylate kinase release luminescence, 4 h; normalised: neutral wells 0, clomiphene wells 100 | lysis activity, % at 15 µM | actives 0.2% (n = 360,000);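 active = mean lysis activity across replicates of at least 80%, whatever share of replicates individually reach that level; inactive = mean lysis activity below 80%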
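Assay system: Cryptococcus neoformans yeast cells / Dosing: single-point compound dose / Timing: 4 h at 37 °C static, read 1 h later / Measured by: luminescence of released adenylate kinase using an AK detection reagent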
LGR2 inh: Drosophila LGR2 receptor signaling inhibition. actives 0.35% (n = 380,000). AID 720647. inhibition, % at 9.99 µM. HEK293 LGR2, CRE-luciferase, bursicon-stimulated, 4 h;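 active = drop in luminescence signal, shown as inhibition above about 50% in the replicate tests, limit read from the data, passing the limit was not always enough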;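 also: agonist challenge used bursicon conditioned medium at about half maximal strength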
PGC1a acetyl inh: modulators of PGC1a acetylation; inhibition, % at 15.6 µM; actives 0.17% (n = 350,000); U2OS PGC1a acetylation, AlphaScreen anti-acetyl-lysine; with virally co-expressed GCN5 acetyltransferase;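 active = every replicate shows inhibition of at least 40%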;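 also: 0% = neutral control wells and 100% = positive control wells; some results beyond the cut were filed as inactive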
SIRT5 inh: inhibitors of human sirtuin-5 desuccinylase. Q9NXA8. Purified SirT5, succinyl-peptide AMC, trypsin-coupled fluorescence. inhibition, % at 15 µM. actives 1.1% (n = 330,000); in the data active = inhibition above about 15%
Target sequence (Q9NXA8 whole entry, looked up): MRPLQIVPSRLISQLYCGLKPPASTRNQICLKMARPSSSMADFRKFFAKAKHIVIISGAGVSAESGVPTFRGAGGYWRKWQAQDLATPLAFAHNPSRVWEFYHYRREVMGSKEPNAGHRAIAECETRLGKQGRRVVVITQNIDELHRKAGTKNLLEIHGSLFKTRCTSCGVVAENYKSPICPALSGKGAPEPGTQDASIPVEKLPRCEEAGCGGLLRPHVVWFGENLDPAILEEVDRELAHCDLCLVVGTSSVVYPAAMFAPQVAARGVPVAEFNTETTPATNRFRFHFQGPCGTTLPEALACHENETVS
XiGFP reactiv: X-chromosome reactivation activator; XiGFP mouse fibroblasts, % GFP-positive cells imaging, 3 d; cells co-treated with 5-aza-dC sensitizer; scaled so ellipticine positive control = 100%; actives 0.055% (n = 360,000); activation, % at 7.58 µM;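 active = mean normalized replicate activation at least 10% and every replicate at or above 10%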;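 also: 0% = median of on-plate neutral control wells and 100% = ellipticine 6 µM median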
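Assay system – SV40-immortalized XiGFP fibroblast cells, line 68-5-11 · Buffer or medium – DMEM supplemented with 5-aza-dC as sensitizing agent · Dosing – one concentration, pinned · Benchmarks – positive control ellipticine, 6 µM final · Times – 3 days compound exposure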
ERAP1 HTS inh: inhibitors of human ERAP1 aminopeptidase; Q9NZ08; recombinant ERAP1, Leu-AMC fluorescence, 60 min; inhibition, % at 10.7 µM; actives 0.15% (n = 340,000); AID 652197;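 active = mean replicate inhibition of at least 30%, or all replicates individually reaching that 30% level; inactive = mean below 30% and not every replicate reaching it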;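 also: 0% = neutral control wells and 100% = L-leucinethiol positive control wells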
S100A4 MyoIIA: inhibitors of human S100A4 binding to myosin IIA peptide; P26447; S100A4/TAMRA-MyoIIA peptide fluorescence polarization; AID 652163; inhibition, % at 10.7 µM; actives 0.14% (n = 360,000);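 active = mean inhibition of at least 70% across replicates, with every replicate also reaching that level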
Target sequence (P26447 whole entry, looked up): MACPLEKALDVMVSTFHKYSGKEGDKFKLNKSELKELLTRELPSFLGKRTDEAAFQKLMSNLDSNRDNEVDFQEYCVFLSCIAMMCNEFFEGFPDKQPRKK
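Material: S100A4 monomer (human). Medium: Calcium-containing HEPES buffer, pH 7.2. Probe or stimulus: labelled myosin peptide probe, 5 nM. Compound dosing: one concentration per compound. Timing: polarization read 5 min after assay mix addition, stable 5–60 min. Benchmarks: DMSO as neutral control, TFP as positive control.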
* hit, by the source's call; nt = no result given; & = joins results of further samples. Only part of the results is shown; count on the stated rates, not on these rows.

| Molecule | Statin myotox sup | Cneo AK release | LGR2 inh | PGC1a acetyl inh | SIRT5 inh | XiGFP reactiv | ERAP1 HTS inh | S100A4 MyoIIA |
| --- | --- | --- | --- | --- | --- | --- | --- | --- |
| C/C=C/c1ccc([C@H]2[C@@H](CO)N(C(=O)c3cccnc3)[C@H]2C#N)cc1 | -4 | -3 | 13 | 4 | -4 | 0.3 | 2 | 1 |
| CC(O)(c1cccnc1)c1nc(-c2ccc(F)c(Cl)c2)cs1 (configuration not stated) | 4 | -1 | -39 | nt | 0 | 0.0 | 3 | -2 |
| Nc1ccn([C@H]2CS[C@@H](CO)O2)c(=O)n1 | 5 | -1 | 4 | -19 | nt | nt | 4 | -11 |
| O=Cc1cccn1-c1ccccc1 | -2 | -1 | -6 | 1 | 2 | nt | -2 | -2 |
| COc1ccc(S(=O)(=O)N(C)C[C@@H]2Oc3c(NC(=O)CCCCCC(=O)Nc4ccccc4N)cccc3C(=O)N([C@@H](C)CO)C[C@@H]2C)cc1 | nt | nt | 22 | -1 | 1 | -0.1 | 0 | -9 |
| COc1ccc(CCNC(=O)CCS(=O)(=O)c2ccc3nc(C)sc3c2)cc1OC | -5 | -1 | 15 | -23 | 5 | 0.1 | 4 | 3 |
| CCOC(=O)c1cccc(NC(=O)CCn2nc(C)c(S(=O)(=O)N3CCCCC3)c2C)c1 | -6 | 14 | -6 | -18 | -4 | 0.0 | 4 | 1 |
| CCN(CC)S(=O)(=O)c1cccc(-c2nnc(SCC(N)=O)n2N)c1 | 29 | -11 | 12 | 6 | 1 | 0.0 | 0 | 2 |
| COc1ccc(CN(C)C[C@@H]2OCCCC[C@@H](C)Oc3ccc(NC(=O)Cc4ccccc4)cc3C(=O)N([C@@H](C)CO)C[C@H]2C)cc1 | nt | 3 | -13 | 0 | nt | 0.3 | nt | nt |
| CCc1nnc(NC(=O)CN2CC(C)OC(C)C2)s1 (configuration not stated) | -2 | 4 | 14 | 4 | -3 | 0.0 | -2 | -6 |
| O=C(CN1CCN(C(=O)C2COc3ccccc3O2)CC1)Nc1ccc(F)cc1 (configuration not stated) | nt | -1 | nt | 10 | 3 | 0.1 | 1 | -3 |
| COc1ccccc1NC(=O)c1ccc(S(=O)(=O)NCc2ccco2)cc1 | 5 | 0 | 0 | nt | -6 | nt | -3 | 18 |
| Cc1ccccc1S(=O)(=O)N1[C@@H]2CNC[C@H]1C2c1ccc(-c2ccc(C(=O)N(C)C)cc2)cc1 (some centres not stated) | nt | nt | 18 | -6 | -4 | 0.1 | -3 | -20 |
| O=C1C=CC2=C3c4cc(O)c(O)cc4CC3(O)COC2=C1O (configuration not stated) | 1 | -6 | 5 | 3 | nt | nt | 6 | -12 |
| O=S(=O)(NCC1CC1)c1cccc(S(=O)(=O)N2CCCC2)c1 | 12 | 0 | -6 | 4 | nt | nt | nt | nt |
| C[C@@H]1CN([C@@H](C)CO)C(=O)c2cccc(NC(=O)C3CCCCC3)c2O[C@@H]1CN(C)Cc1ccc(C(F)(F)F)cc1 | -53 | 0 | 16 | -1 | 7 | -1.0 | -2 | -7 |
| O=C(C[C@H]1C(=O)N(Cc2ccccc2)C[C@@H]1Cc1ccccc1)Nc1ccc(Br)cc1 | 25 | 0 | 15 | nt | -2 | 0.3 | 13 | -2 |
| OCC[C@@H]1C[C@@H](O)[C@H](O)[C@]2(CCc3ccccc3CO2)O1 | -4 | 1 | -9 | -2 | nt | 0.0 | -1 | -2 |
| CCCNC(=O)N(C)C[C@H]1Oc2ncc(C#C[C@@H](C)O)cc2C(=O)N([C@@H](C)CO)C[C@@H]1C | nt | -6 | 6 | 2 | 14 | 0.5 | -1 | 0 |
| C[C@H](CO)N1C[C@H](C)[C@H](CN(C)Cc2ccccc2)Oc2ncc(-c3ccccc3)cc2C1=O | -4&-3 | 7&0 | -3 | 5&10 | -3&-2 | -0.2 | 1&2 | -1&2 |

Compound profiles (already shown):
Record of `OCC[C@@H]1C[C@@H](O)[C@H](O)[C@]2(CCc3ccccc3CO2)O1` : Statin myotox sup: -4; Cneo AK release: 1; LGR2 inh: -9; PGC1a acetyl inh: -2; SIRT5 inh: nt; XiGFP reactiv: 0.0; ERAP1 HTS inh: -1; S100A4 MyoIIA: -2
Record of `CCOC(=O)c1cccc(NC(=O)CCn2nc(C)c(S(=O)(=O)N3CCCCC3)c2C)c1` : Statin myotox sup: -6; Cneo AK release: 14; LGR2 inh: -6; PGC1a acetyl inh: -18; SIRT5 inh: -4; XiGFP reactiv: 0.0; ERAP1 HTS inh: 4; S100A4 MyoIIA: 1

Next part:
| Molecule | Statin myotox sup | Cneo AK release | LGR2 inh | PGC1a acetyl inh | SIRT5 inh | XiGFP reactiv | ERAP1 HTS inh | S100A4 MyoIIA |
| --- | --- | --- | --- | --- | --- | --- | --- | --- |
| CC(C)c1ccc(/C=N/n2c(-c3ccccc3)n[nH]c2=S)cc1 | -23 | 12 | 18 | nt | 3 | 0.0 | -2 | 2 |
| C[C@@H]1CN([C@H](C)CO)S(=O)(=O)c2ccc(Br)cc2O[C@@H]1CN(C)C(=O)Nc1ccc(C(F)(F)F)cc1 | 13&6 | 0 | 23&5 | 5&15 | -1 | -0.3&-0.3 | 1 | -6 |
| CCCCCCCCN1C(=O)[C@H](CC(=O)NCCCOC)C[C@@]2(C(=O)OC)CCCCC=C12 | nt | nt | 11 | nt | 0 | 0.1 | -1 | 8 |
| COc1cccc(S(=O)(=O)N[C@H]2CC[C@@H](CCNC(=O)Cc3ccncc3)O[C@H]2CO)c1 | -7 | 0 | 8 | 4 | 4 | 0.3 | 5 | 19 |
| COc1cccc(C(O)c2nccn2Cc2ccccc2)c1OC (configuration not stated) | -1 | -1 | 10 | nt | -2 | 0.0 | -1 | -1 |
| N=C1/C(=C/c2cccn2Cc2ccc(F)cc2)C(=O)N=C2SC=CN12 | 10 | -1 | -48 | nt | 2 | 0.0 | -3 | -6 |
| FC(F)(F)C(F)(F)c1nc2nc(Cl)c(Cl)nc2[nH]1 | -21 | -2 | -4 | -5 | 3 | 0.0 | -1 | -4 |
| Cc1noc(C)c1NC(=O)N(C)C[C@@H]1Oc2ccc(NC(=O)Cc3cn(C)c4ccccc34)cc2CC(=O)N([C@H](C)CO)C[C@H]1C | -21 | -1 | -15 | 2 | 2 | 0.0 | -8 | -3 |
| COc1cccc(-c2n[nH]nc2C2=CC(=O)C[C@H](c3ccc(F)cc3)C2)c1 | 19 | -4 | -12 | -8 | 4 | -0.1 | 0 | 1 |
| CC(C)Sc1nc2c(c(=O)[nH]c(=O)n2C)n1Cc1ccc(Cl)cc1 | 149* | 0 | -6 | 9 | nt | nt | nt | nt |
| CCCCNC(=O)c1c(N)[nH]c(C(=O)c2ccccc2)c1-c1ccccn1 | nt | nt | -19 | nt | -2 | -0.1 | -3 | 9 |
| CCN(CC)CCN(C(=O)CCS(=O)(=O)c1ccccc1)c1nc2cc(OC)c(OC)cc2s1 | -6 | 2 | 3 | nt | 1 | 0.1 | 3 | -5 |
| CNC[C@H]1OCCCC[C@H](C)Oc2ccc(NS(=O)(=O)c3cn(C)cn3)cc2C(=O)N([C@@H](C)CO)C[C@@H]1C | -105 | -1 | 0 | -1 | -3 | 0.0 | 2 | -12 |
| COc1ccccc1N1CCN(C2=Nc3cccc4cccc2c34)CC1 | -27 | -8 | -40 | -19 | -2 | 0.1 | 2 | -1 |
| S=C(NCc1ccco1)Nc1ccc(Br)cn1 | 3 | 21 | -6 | 0 | 2 | 0.3 | 5 | -7 |
| CO[C@H]1CN(C)C(=O)c2ccc(NC(=O)Cc3ccccc3)cc2OC[C@@H](C)N(C(C)=O)C[C@@H]1C | -3 | -4 | -14 | 9 | 1 | -0.2 | -3 | -23 |
| COC(=O)c1cc2c(c3c4ccccc4n(S(=O)(=O)c4ccc(C)cc4)c13)C(=O)N(C)C2 | nt | nt | 4 | nt | nt | 0.0 | -2 | 3 |
| CCN(CC)c1ncnc2c1ncn2[C@H]1CN(Cc2cccnc2)C[C@@H](CO)O1 | 2 | -1 | -12 | 24 | nt | 0.1 | -4 | 0 |
| CCCNC(=S)N(Cc1ccccc1)Cc1nc2ccccc2c(=O)[nH]1 | nt | -2 | -7 | 2 | nt | 0.0 | nt | nt |
| COCc1cn(CC[C@H]2CC[C@H](NC(=O)c3ccc(F)cc3)[C@H](CO)O2)nn1 | 8 | -1 | -5 | -9 | 1 | 0.2 | -1 | -11 |
| Cc1ccccc1CN1[C@@H](C(C)C)COCCS1(=O)=O | 0 | 0 | -14 | -17 | nt | -0.1 | nt | -4 |
| CCCCc1nnc(NC(=O)CSCc2cc(=O)n3cc(C)sc3n2)s1 | -4 | 1 | 7 | -12 | -3 | 0.0 | 1 | 1 |
| CCn1c(=O)c(C(=O)CN(C)Cc2ccc(F)cc2)c(N)n(Cc2ccccc2)c1=O | 0 | -2 | -17 | 0 | -2 | -0.1 | 1 | -10 |
| Cc1ccccc1-c1cc2nc(Oc3ccc4c(c3)OCO4)n(C)c(=O)c2s1 | 3 | 1 | 1 | 0 | -4 | 0.3 | -3 | 7 |
| CCC(=O)N(C)C[C@H]1Oc2cc(-c3ccncc3)ccc2S(=O)(=O)N([C@@H](C)CO)C[C@H]1C | 0 | 0 | -5 | 7 | 9 | -1.1 | -3 | -1 |
| C[C@H]1CN([C@@H](C)CO)C(=O)c2cc(C#Cc3ccccc3)cnc2O[C@H]1CN(C)S(=O)(=O)c1ccccc1F | -74 | 0 | nt | -8 | -2 | -1.1 | 10 | 5 |
| COc1ccc(-c2csc(N(Cc3ccco3)C(=O)c3cccs3)n2)cc1 | 11 | -4 | -7 | -7 | -3 | -0.3 | -2 | -4 |
| O=C(O)c1cc(N2C(=O)C3CCCCC3C2=O)ccc1NCc1cccnc1 (configuration not stated) | nt | nt | 18 | 3 | 21* | 0.6 | 2 | 25 |
| Cc1nc2c(-c3ccccc3)cnn2c(N2CCOCC2)c1C | nt | nt | -99 | nt | -4 | 0.2 | 2 | 8 |
| Cc1nc2ccccn2c1P(=Nc1ccccc1)(N(C)C)N(C)C | -3 | 0 | -11 | 2 | -2 | nt | -7 | -11 |
| CNc1c(NS(=O)(=O)c2cc(NC(C)=O)ccc2C)c(=O)oc2ccccc12 | -1 | 3 | -2 | nt | -3 | 0.2 | -2 | -10 |
| CCc1[nH]nc(C(=O)N2CCCC(CCC(=O)N3CCN(c4ccccn4)CC3)C2)c1C (configuration not stated) | 1 | 2 | -7 | 3 | nt | 0.2 | -5 | -3 |
| C[C@@H](CN1C2=NC[C@H](Cc3ccc(O)cc3)N2C[C@H]1Cc1ccc(O)cc1)NC(=O)CCC1CCCCC1 | -4 | 5 | 1 | -10 | nt | 0.0 | nt | -2 |
| CCOC(=O)CCSc1nc(-c2ccc3c(c2)OCO3)cc(C(F)(F)F)c1C#N | nt | nt | -6 | nt | -1 | nt | -3 | -7 |
| COc1ccc(-c2ccc3c(c2)S(=O)(=O)c2cccc(C(=O)NC4CC4)c2C3=O)cc1OC | -13 | 1 | -6 | 12 | nt | -0.2 | nt | -1 |
| COCC(=O)N1CCN(c2cccc(Cl)c2)CC1 | nt | nt | 0 | 0 | -2 | -0.2 | -3 | -6 |
| COC(=O)CCC(=O)N1CCCC(CO)(Cc2ccccc2F)C1 (configuration not stated) | -2 | 1 | -2 | -9 | -1 | 0.0 | -3 | 3 |
| O=c1[nH]c(CCl)nc2cc(-c3ccc(F)cc3)sc12 | nt | -3 | 20 | -10 | -1 | 0.2 | -2 | 14 |
| CC(=O)C1=C(C)OC(N)=C(C#N)C1c1cc([N+](=O)[O-])ccc1Cl (configuration not stated) | 30 | nt | 5 | 4 | 0 | 0.3 | 0 | 0 |

High-throughput results as filed in PubChem BioAssay.
